Efflux pump inh = inhibitors of Candida antifungal efflux pumps expressed in yeast. 330,000 compounds, 0.44% hits. inhibition, % at 10 µM. S. cerevisiae Candida pump triplex, Nile Red efflux. AID 485275;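 active = plate passing quality check with inhibition over a set limit, or well fluorescence over plate mean plus 4 SD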;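 also: Nile Red retained in pooled yeast measured as flow cytometry median fluorescence; 0% = buffer negative control and 100% = Enniatin B positive control; higher means more Nile Red kept so more efflux inhibition; some compounds called inactive have numbers as strong as hits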
ZTA counter = counter-screen for EBNA-1 inhibitors: inhibitors of Epstein-Barr virus ZTA. inhibition, % at 11 µM. 320,000 compounds, 0.15% hits. P03206. ZTA-DNA binding, fluorescence polarization; in the data active = inhibition above about 33%
Yeast superoxide = lowers age-related superoxide in aged yeast cells; S. cerevisiae aged cells, superoxide DHE fluorescence; active compounds read low; superoxide response (% of plate mean), % at 10 µM; 330,000 compounds, 0.18% hits;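 active = superoxide response under a set limit, about three screen SD below normal, cut at about 65% in these data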;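 also: yeast aged for seven days with compound at 30 °C before DHE staining; 100% = average MFI of all compound-treated wells on the plate with controls excluded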
MEX-5 binding = C. elegans MEX-5 TCR-2 RNA binding activity; AID 1832; 300,000 compounds, 0.38% hits; MEX-5/FITC-TCR2 RNA binding, fluorescence polarization; active compounds read low; Q9XUB2; activity score (negative = inhibition of binding), % at 10 µM;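 active = inhibition past about -25% in most replicates, and total fluorescence under double the plate's negative control median, limit read from the data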;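 also: 0% = DMSO and -100% = 5 µM competing unlabeled TCR2 RNA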
Target sequence (Q9XUB2 whole entry, looked up): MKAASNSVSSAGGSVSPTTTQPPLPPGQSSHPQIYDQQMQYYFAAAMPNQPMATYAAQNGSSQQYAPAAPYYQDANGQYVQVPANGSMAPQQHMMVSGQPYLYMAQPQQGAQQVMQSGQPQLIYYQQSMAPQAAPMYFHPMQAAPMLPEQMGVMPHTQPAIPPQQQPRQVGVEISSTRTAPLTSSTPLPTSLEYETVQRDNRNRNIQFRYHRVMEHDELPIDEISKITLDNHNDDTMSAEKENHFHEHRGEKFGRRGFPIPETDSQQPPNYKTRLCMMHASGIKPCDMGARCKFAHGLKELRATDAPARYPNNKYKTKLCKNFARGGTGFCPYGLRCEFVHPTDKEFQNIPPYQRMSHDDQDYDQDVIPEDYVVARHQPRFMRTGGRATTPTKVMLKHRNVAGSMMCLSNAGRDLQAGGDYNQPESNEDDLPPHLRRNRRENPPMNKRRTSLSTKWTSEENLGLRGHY
Fam108B counter = Fam108B inhibition, counter-screen for RBBP9 inhibitors; inhibition, % at 9.51 µM; AID 1947; recombinant Fam108B, FP-Rh probe fluorescence polarization; 300,000 compounds, 0.33% hits;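 active = inhibition above the screen mean inhibition plus 3 SD, computed separately per campaign, cut at about 18% in these data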;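 also: inhibitors lower polarization as less probe binds the enzyme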
MCL1-BIM inh = disrupts human MCL1 binding to BIM-BH3 peptide. Q07820. GST-MCL1 / FITC-Bim-BH3 fluorescence polarization. inhibition, % at 10.9 µM. 320,000 compounds, 0.68% hits. AID 2057;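 active = inhibition above the mean inhibition of all tested compounds plus 3 SD, set per campaign, cut at about 40% in these data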;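 also: 0% = DMSO wells and 100% = unlabeled Bim-BH3 peptide control; higher means more loss of mP so more displacement of Bim peptide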
GLD-1 TGE inh = GLD-1-TGE RNA interaction inhibition (C. elegans); purified GLD-1 + fluorescein TGE RNA, fluorescence polarization; inhibition, % at 5.96 µM; 320,000 compounds, 0.44% hits;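 active = percent inhibition above a per-plate cutoff, the plate mean of test compounds plus 3 SD, cut at about 30% in these data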;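 also: 0% = DMSO wells with GLD-1 and probe and 100% = wells lacking GLD-1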
Target sequence (Q17339 whole entry, looked up): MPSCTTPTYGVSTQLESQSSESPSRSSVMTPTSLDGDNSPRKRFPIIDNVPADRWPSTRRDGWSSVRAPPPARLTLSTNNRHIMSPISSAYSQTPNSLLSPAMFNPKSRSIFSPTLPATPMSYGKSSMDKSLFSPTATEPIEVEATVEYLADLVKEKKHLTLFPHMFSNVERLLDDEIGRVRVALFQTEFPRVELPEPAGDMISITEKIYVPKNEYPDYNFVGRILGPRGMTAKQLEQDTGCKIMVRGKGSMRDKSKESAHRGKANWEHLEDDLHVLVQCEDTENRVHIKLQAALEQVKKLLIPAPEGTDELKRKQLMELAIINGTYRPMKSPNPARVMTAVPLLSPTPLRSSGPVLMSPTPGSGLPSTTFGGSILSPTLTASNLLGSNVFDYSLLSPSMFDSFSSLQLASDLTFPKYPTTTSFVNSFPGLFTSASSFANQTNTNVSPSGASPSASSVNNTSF
Bcl-xL primary = Bcl-xL (human) inhibition; Q07817; GST-Bcl-xL / FITC-Bim BH3 peptide fluorescence polarization; inhibition, % at 10.9 µM; 320,000 compounds, 0.7% hits; AID 2129;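 active = inhibition above the mean of all tested compounds plus 3 SD, cutoff set per campaign, cut at about 30% in these data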;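 also: 0% = DMSO wells and 100% = unlabeled Bim-BH3 peptide competitor; inhibitors lower millipolarization by displacing the labeled peptide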
EBNA-1 inh = blocks EBNA-1 binding to DNA. 300,000 compounds, 0.34% hits. inhibition, % at 14.8 µM. AID 1950. EBNA-1 DNA binding, fluorescence polarization; in the data active = inhibition above about 28%
Numbers without * were called inactive; · = not tested or not shown; + = active, no number.

smiles	MCL1-BIM inh	EBNA-1 inh	Efflux pump inh	Fam108B counter	Bcl-xL primary	Yeast superoxide	GLD-1 TGE inh	ZTA counter	MEX-5 binding
C=CCOc1ccc(/C=N/N2C(=O)C(CC(=O)Nc3ccc(F)cc3F)SC2=NC)cc1 (stereo not given)	29.0	11.9	0.0	-8.8	-0.6	107.2	2.2	4.4	0.6
COc1ccc(C2CC(C(F)(F)F)n3nc(C(=O)O)cc3N2)cc1 (stereo not given)	1.2	-11.4	0.0	-2.4	2.5	77.2	4.7	-7.9	2.0
CC1CCC(NC(=O)c2nn(C)c3c2CS(=O)(=O)c2ccccc2-3)CC1 (stereo not given)	-2.6	-8.1	-0.1	2.3	-0.2	100.8	-2.4	-15.8	-0.9
CC(O)C(O)C(O)C(O)/C=N/NC(=O)c1ccccc1 (stereo not given)	7.6	8.6	-0.1	-1.8	0.6	111.7	-7.7	2.3	0.4
COc1ccc(NC(=S)NCCCN2CCCC2)cc1Cl	5.3	-13.6	-0.1	-1.1	0.3	94.5	5.8	-34.1	0.8
CCOC(=O)c1ccc(CC(=O)c2ccc(O)cc2O)o1	-5.2	-1.1	-0.1	-2.1	-3.9	99.8	11.8	-11.4	1.2
O=C(NC1CCCCC1)N(C1=NCCCCC1)c1ccc(Br)cc1	2.1	-1.3	0.1	-3.9	-1.7	106.1	4.0	-6.1	0.0
CC(CCc1ccco1)N(C)S(=O)(=O)c1csc(C(N)=O)c1 (stereo not given)	1.7	7.6	0.2	-0.9	1.3	112.8	3.7	6.4	-0.5
COC(=O)c1cc(Cl)c(NC(=O)/C=C/c2ccc(OC)cc2)cc1OC	5.2	-3.1	2.3	1.4	0.8	96.5	2.1	12.3	-1.1
CCC(=O)Nc1ccc2c(c1)nc(CCN1CCC(C)CC1)n2C	8.5	5.5	0.0	-3.1	1.9	96.5	6.5	-1.6	0.0
CCN(c1ccccc1)S(=O)(=O)c1cc(CN2C(=O)c3cccnc3C2=O)ccc1OC	-2.1	5.8	0.2	-3.2	2.6	83.5	3.2	3.7	1.8
Cc1c(C(=O)c2ccccc2C(=O)O)sc2ccccc12	2.8	-2.9	0.0	2.6	1.9	99.4	-4.6	8.6	-0.4
CC1C(=O)Nc2ccccc2N1C(=O)C1CC1 (stereo not given)	-2.1	10.7	-0.1	0.7	2.8	101.8	1.0	10.9	-2.4
CCOC(=O)c1[nH]c2ccc(Br)cc2c1NC(=O)CCN1CCOCC1	-2.7	-2.6	0.0	-0.8	-7.1	99.9	1.7	0.7	4.3
Cc1ccccc1S(=O)Cc1ccc(C(=O)NC2CCN(Cc3ccccc3)CC2)o1 (stereo not given)	7.6	3.8	0.0	1.5	4.5	107.7	6.2	7.1	0.4

Following part.
smiles	MCL1-BIM inh	EBNA-1 inh	Efflux pump inh	Fam108B counter	Bcl-xL primary	Yeast superoxide	GLD-1 TGE inh	ZTA counter	MEX-5 binding
Cc1cccc(-c2noc(CCCC(=O)Nc3ccc(C(N)=O)cc3)n2)c1	-1.9	6.6	0.0	-1.7	0.5	122.4	-8.2	-6.3	1.6
CC(C)(C)c1ccc(/C=C(\c2nc3ccccc3[nH]2)S(=O)(=O)c2ccccc2)cc1	-3.1	-3.6	0.1	-31.3	4.6	103.5	5.0	-13.0	0.6
CCN1/C(=C/C(C)=C/c2sc3ccccc3[n+]2CC)Sc2ccccc21	16.5	-0.6	0.0	-271.8	33.5*	96.9	+	-1.6	4.8
CCn1cc(C(=O)O)c(=O)c2cc(F)c(N3CCN(C(=S)NC(=O)c4c(OC)cccc4OC)CC3)cc21	9.7	-6.0	-0.1	-0.1	2.8	89.8	9.4	3.5	0.0
COc1cccc(-n2c(C)c(C(C)=O)c(C(C)=O)c2C)c1	6.4	0.4	-0.1	0.5	7.9	97.3	-3.4	-5.9	2.8
CCc1nc(NCCO)c(C#N)c2c1CCCC2	1.4	-5.2	-0.1	1.4	5.5	106.6	4.5	-17.8	-2.1
CCOC(=O)CNc1nc(-c2ccncc2)nc2ccccc12	1.5	7.8	0.0	4.1	4.8	103.3	3.1	26.1	·
Cc1ccc(C(=O)N/C(=C/c2ccc(-c3cccc([N+](=O)[O-])c3)o2)C(=O)NC(C)(C)C)cc1	6.2	-7.1	-0.3	4.9	4.1	92.9	-4.3	3.4	-0.8
O=C(Nc1cccc(C(F)(F)F)c1)Oc1ccccc1N1CCOCC1	1.3	-1.3	-0.2	-1.8	0.5	105.1	-0.1	-26.8	2.9
O=C(/C=C/c1ccc2c(c1)OCO2)Nc1c(C(=O)O)[nH]c2ccccc12	-5.7	4.4	0.0	7.4	1.7	104.5	3.1	-9.6	-2.2
O=C(CC(=O)N/N=C/c1ccccc1O)NCc1cccnc1	0.5	9.0	0.0	-5.9	1.1	87.8	-0.3	13.1	1.0
c1cncc(Oc2cccc(Oc3cccnc3)c2)c1	1.0	-14.3	0.1	0.2	-0.5	106.0	9.4	-4.5	·
FC(F)(F)c1cccc(Cc2noc(CN3CCC(c4ccncc4)CC3)n2)c1	10.8	4.5	0.0	-1.5	13.4	112.4	0.8	3.3	-0.3
O=C(/C=C/N1CCOCC1)c1cc2ccccc2o1	-17.6	-0.7	-0.3	2.1	-16.2	117.7	-25.4	-0.7	-8.7
CNC(=S)NCCCc1ccccc1	6.5	2.7	-0.1	-3.9	8.6	94.6	2.5	7.5	-0.1

Rewritten with two lines to a compound: entries from further up.
Sequence of screens – MCL1-BIM inh	EBNA-1 inh	Efflux pump inh	Fam108B counter	Bcl-xL primary	Yeast superoxide	GLD-1 TGE inh	ZTA counter	MEX-5 binding
> Cc1ccc(C(=O)N/C(=C/c2ccc(-c3cccc([N+](=O)[O-])c3)o2)C(=O)NC(C)(C)C)cc1
    6.2	-7.1	-0.3	4.9	4.1	92.9	-4.3	3.4	-0.8
> O=C(Nc1cccc(C(F)(F)F)c1)Oc1ccccc1N1CCOCC1
    1.3	-1.3	-0.2	-1.8	0.5	105.1	-0.1	-26.8	2.9

(more compounds)
smiles	MCL1-BIM inh	EBNA-1 inh	Efflux pump inh	Fam108B counter	Bcl-xL primary	Yeast superoxide	GLD-1 TGE inh	ZTA counter	MEX-5 binding
COc1ccc(C2C(C#N)=C(N)OC(C(C)(C)C)=C2C#N)cc1OC (stereo not given)	3.5	-0.8	0.0	2.8	8.5	103.2	7.4	6.2	0.4
CC(=O)Nc1ccc(C(=S)NCCCO)cc1	6.3	-2.6	-0.1	-0.9	4.5	121.0	2.7	-11.1	1.1
O=C1c2cc(N3CCCC3)c([N+](=O)[O-])cc2C(=O)N1c1ccccc1	4.7	-10.6	-0.3	3.2	2.1	114.0	7.8	-8.6	-2.0
CC1(C)CC2CC(C)(CN2S(=O)(=O)c2ccc(C(=O)Nc3cccc(S(=O)(=O)N4CCOCC4)c3)cc2)C1 (stereo not given)	-2.4	10.8	-0.3	-49.0	3.6	84.0	-2.7	-2.5	-0.4
COCCN(CCOC)S(=O)(=O)c1ccc(C(=O)Nc2nc(C)c(C(C)=O)s2)cc1	0.7	-3.9	0.0	-0.1	-1.3	99.0	7.0	-12.3	1.0
CCn1ncc(Br)c1C(=O)Nc1sc2c(c1C(N)=O)CCC2	-0.9	26.6	0.0	0.7	-2.1	122.9	-1.4	-14.4	-1.8
CCOC(=O)C1(CC2CCCCO2)CCN(C(=O)Nc2ccccc2SC)CC1 (stereo not given)	3.7	0.1	0.4	5.3	7.4	93.8	4.9	-11.0	1.6
COC(=O)c1nn(-c2ccc(OC)cc2)c(=O)cc1Oc1cccc(Cl)c1	2.6	2.0	0.0	1.3	3.2	100.6	-0.4	-2.1	1.1
CN(Cc1ccc(Cl)s1)C(=O)CNC(=O)CNC(=O)c1ccc(Cl)cc1Cl	-7.2	·	-0.1	·	-2.1	88.8	1.0	5.1	·
COC(=O)c1ccccc1NC(=S)N1CCN(c2ccccc2)CC1	12.8	10.1	-0.2	0.6	2.6	95.0	-6.0	14.6	1.5
COCCN(Cc1ccccc1)C(=O)c1cccc(S(=O)(=O)N2CCCc3ccccc32)c1	1.6	·	0.2	·	0.8	96.7	6.0	-14.1	·
COc1ccc(NC(=S)SC)cc1OC	2.4	0.9	0.0	2.2	3.1	104.4	0.3	1.1	0.0
COc1ccc(N2CCN(C(=O)c3cccnc3SCc3cccc(Br)c3)CC2)cc1	6.2	15.4	-0.3	-3.6	5.2	107.4	-0.3	3.1	0.6
Cc1ccc(NC(=O)CSc2nc(N)c3cc4c(nc3n2)CCCC4)cc1	-30.8	12.2	-0.3	-9.4	-2.1	100.7	-11.9	2.3	-8.0
Cc1cccc(OCCn2c(=O)n(C)c3ccccc32)c1	1.5	6.3	0.1	0.1	0.8	95.4	3.7	15.7	0.5

Additional results:
smiles	MCL1-BIM inh	EBNA-1 inh	Efflux pump inh	Fam108B counter	Bcl-xL primary	Yeast superoxide	GLD-1 TGE inh	ZTA counter	MEX-5 binding
CN(Cc1ccon1)C(=O)CC1C(=O)NCCN1Cc1ccc(Cl)c(F)c1 (stereo not given)	34.8	12.3	0.0	-0.7	36.4*	96.4	24.6	8.1	-3.9
O=C(CN1CCN(S(=O)(=O)c2ccc(Br)cc2)CC1)Nc1ccc(F)cc1F	-1.5	-3.6	0.1	3.6	0.5	100.3	-1.0	-7.7	2.4
O=S(=O)(NCc1ccccc1)c1ccc(-c2cnc(C3CC3)o2)cc1	5.1	12.0	-0.1	0.1	0.5	98.3	-1.4	-1.9	2.5
COc1ccc(/C=C/C(=O)Oc2cccc(/C=N/NC(=O)COc3c(C)cccc3C)c2)cc1	6.0	39.1*	0.1	-8.0	1.0	84.1	7.6	3.8	-0.3
BrC(=C\c1ccccc1)/C=N/Nc1nc(N2CCOCC2)nc(N2CCOCC2)n1	17.3	-7.1	-0.1	0.9	7.2	95.1	4.0	1.8	-0.2
CCN(CC(=O)Nc1c(F)cccc1F)C(=O)c1cccc(-n2cccc2)c1	26.8	-3.4	0.1	-2.2	6.3	95.0	-0.3	11.0	-1.1
COc1ccc(-c2nc(C)c(C(C)=O)n2O)cc1OC	-0.9	-6.3	-0.3	5.7	-3.5	91.5	-3.6	-14.6	1.1
O=C(COC(=O)c1cccnc1SCC(=O)NCc1ccccc1)NCc1ccccc1	2.9	-4.8	0.0	-4.9	5.0	122.7	8.3	-12.1	-1.7
Cn1nccc1CNC(=O)c1ccnn1C	15.6	6.4	-0.1	2.8	6.3	96.8	-4.4	0.4	1.4
CCOC(=O)c1c(-c2ccccc2)oc2ccc(OCC(=O)O)cc12	0.1	-7.2	0.1	-6.3	6.6	115.5	8.3	2.0	-2.0
Cc1c(NC(=O)C2CCN(S(=O)(=O)c3cccs3)CC2)c(=O)n(-c2ccccc2)n1C	-3.4	-0.6	-0.1	5.5	3.8	100.9	0.9	-10.8	0.4
COc1ccc(OCCOc2ccc(/C=C3\C(=N)N4N=C(C)SC4=NC3=O)cc2)cc1	3.6	·	0.0	·	0.7	87.5	-4.1	8.8	·
O=C(CCn1cncn1)N1CCCC(N2CCN(c3ccc(F)cc3)CC2)C1 (stereo not given)	11.1	-6.7	0.0	0.0	6.1	97.6	-2.4	9.6	0.3
Cc1nn(-c2ccccc2)c(C)c1C(=O)OCC(=O)N(C)c1c(N)n(Cc2ccccc2)c(=O)[nH]c1=O	-25.7	-8.3	0.1	-0.6	-7.2	112.8	2.5	-2.8	1.4
O=C(NNC(=O)c1cc(-c2ccccc2)nc2ccccc12)Nc1cccc(Cl)c1	7.3	1.7	-0.2	-29.7	-0.3	78.8	4.2	15.7	-0.6
Cc1cc(C)c(NC(=O)COC(=O)/C=C/c2cccc(C(F)(F)F)c2)c(C)c1	-6.5	5.8	-0.1	-4.7	-0.3	104.1	4.5	3.5	0.1
